# Screening results as filed in PubChem BioAssay.
# GLD-1 TGE inh – GLD-1/TGE RNA complex disruptors, primary screen, biochemical, fluorescence polarization. Female germline-specific tumor suppressor gld-1 (Caenorhabditis elegans), Q17339. purified GLD-1 + fluorescein TGE RNA. inhibition, % at 5.96 µM. hit rate 0.44% among 320,000;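 active = percent inhibition above a per-plate cutoff, the plate mean of test compounds plus 3 SD, cut at about 30% in these data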;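 note: 0% = DMSO wells with GLD-1 and probe and 100% = wells lacking GLD-1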
# MEX-5 binding – MEX-5 zinc finger RNA-binding disruptors – biochemical, C. elegans, fluorescence polarization, MLPCN library, primary screen; hit rate 0.38% among 300,000; MEX-5/FITC-TCR2 RNA binding; active compounds read low; Zinc finger protein mex-5 (Caenorhabditis elegans), Q9XUB2; activity score (negative = inhibition of binding), % at 10 µM;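 active = inhibition past about -25% in most replicates, and total fluorescence under double the plate's negative control median, limit read from the data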;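 note: 0% = DMSO and -100% = 5 µM competing unlabeled TCR2 RNA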
# AHR act – AHR activators, primary screen, cell-based, luminescence, luciferase reporter, human. Aryl hydrocarbon receptor (Homo sapiens), P35869. AHR-responsive luciferase reporter cells. activation, % at 5 µM. hit rate 2.5% among 320,000. AID 2796, 2010; in the data active = activation above about 47%;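 note: 0% = vehicle wells and 100% = reference agonist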
# Target sequence (P35869 whole entry, looked up): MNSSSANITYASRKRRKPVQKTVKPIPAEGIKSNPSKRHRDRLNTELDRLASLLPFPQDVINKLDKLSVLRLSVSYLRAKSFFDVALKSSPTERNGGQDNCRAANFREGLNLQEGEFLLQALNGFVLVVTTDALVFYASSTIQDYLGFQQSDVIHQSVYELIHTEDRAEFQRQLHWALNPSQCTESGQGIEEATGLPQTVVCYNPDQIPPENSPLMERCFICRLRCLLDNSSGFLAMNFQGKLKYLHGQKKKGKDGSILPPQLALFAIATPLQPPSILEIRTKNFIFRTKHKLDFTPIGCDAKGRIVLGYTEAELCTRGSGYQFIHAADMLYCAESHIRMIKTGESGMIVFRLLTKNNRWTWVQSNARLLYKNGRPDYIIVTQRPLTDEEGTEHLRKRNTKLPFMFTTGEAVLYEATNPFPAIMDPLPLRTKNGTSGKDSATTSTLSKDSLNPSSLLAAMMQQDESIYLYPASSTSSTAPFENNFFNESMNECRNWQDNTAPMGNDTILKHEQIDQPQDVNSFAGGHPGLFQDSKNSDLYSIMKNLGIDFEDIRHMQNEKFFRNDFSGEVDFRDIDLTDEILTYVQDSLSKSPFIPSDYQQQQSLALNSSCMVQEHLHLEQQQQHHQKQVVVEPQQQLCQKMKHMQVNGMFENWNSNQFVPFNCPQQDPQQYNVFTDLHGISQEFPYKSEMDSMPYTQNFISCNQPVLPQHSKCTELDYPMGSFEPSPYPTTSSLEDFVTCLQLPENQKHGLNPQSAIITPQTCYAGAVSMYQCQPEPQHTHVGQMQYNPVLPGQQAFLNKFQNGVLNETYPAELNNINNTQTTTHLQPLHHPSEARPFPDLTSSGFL
# PME-1 inh – PME-1 inhibitors via competitive probe labeling, primary screen, biochemical, fluorescence polarization, FP-Rh probe, HTS. Protein phosphatase methylesterase 1 (Homo sapiens), Q9Y570. recombinant PME-1. inhibition, % at 5.9 µM. hit rate 0.53% among 320,000. AID 2130, 2009;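 active = inhibition above the campaign mean of all compounds plus 3 SD, cut at about 26% in these data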;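 note: competitive labeling of PME-1 active site by serine hydrolase directed probe; 0% = PME-1 with DMSO and 100% = wells lacking PME-1 enzyme; inhibitors block probe labeling so polarization falls and inhibition rises; many of its hits are not listed in these tables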
# BCLXL inh – inhibitors of human Bcl-xL, primary screen, biochemical, fluorescence polarization, HTS; Bcl-2-like protein 1 (Homo sapiens), Q07817; hit rate 0.7% among 320,000; inhibition, % at 10.9 µM; GST-Bcl-xL / FITC-Bim BH3 peptide fluorescence polarization;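 active = inhibition above the mean of all tested compounds plus 3 SD, cutoff set per campaign, cut at about 30% in these data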;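 note: 0% = DMSO wells and 100% = unlabeled Bim-BH3 peptide competitor; inhibitors lower millipolarization by displacing the labeled peptide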
# Target sequence (Q07817 whole entry, looked up): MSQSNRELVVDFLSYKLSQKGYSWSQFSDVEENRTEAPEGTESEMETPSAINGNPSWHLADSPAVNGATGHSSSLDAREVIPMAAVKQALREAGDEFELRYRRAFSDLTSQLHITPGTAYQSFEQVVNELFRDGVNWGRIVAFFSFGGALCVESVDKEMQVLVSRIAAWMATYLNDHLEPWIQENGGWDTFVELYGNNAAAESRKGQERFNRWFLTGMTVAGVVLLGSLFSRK
# MCL1 BIM primary – inhibitors of MCL1 binding to BIM-BH3, primary screen, biochemical, fluorescence polarization | Induced myeloid leukemia cell differentiation protein Mcl-1 (Homo sapiens), Q07820 | GST-MCL1 / FITC-Bim-BH3 fluorescence polarization | inhibition, % at 10.9 µM | hit rate 0.68% among 320,000 | AID 2057, 2009;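 active = inhibition above the mean inhibition of all tested compounds plus 3 SD, set per campaign, cut at about 40% in these data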;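 note: 0% = DMSO wells and 100% = unlabeled Bim-BH3 peptide control; higher means more loss of mP so more displacement of Bim peptide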
# pPAFAH inh – pPAFAH enzyme inhibitors, primary screen, biochemical, fluorescence polarization, human; recombinant pPAFAH, FP-rhodamine probe fluorescence polarization; Platelet-activating factor acetylhydrolase (Homo sapiens), Q13093; hit rate 1.5% among 330,000; AID 463082, 2010; inhibition, % at 3.39 µM;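 active = inhibition above the mean inhibition across the screen plus 3 SD, cut at about 25% in these data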;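 note: inhibitors block binding of the rhodamine activity-based probe so polarization drops; 0% = enzyme with DMSO and 100% = wells lacking pPAFAH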
# PAFAH1B2 inh – PAFAH1B2 enzyme inhibitors, primary screen, biochemical, fluorescence polarization, human | Platelet-activating factor acetylhydrolase IB subunit alpha2 (Homo sapiens), P68402 | recombinant PAFAH1B2, FP-rhodamine activity probe | inhibition, % at 3.39 µM | hit rate 1.2% among 340,000;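 active = inhibition above the mean of all tested compounds plus 3 SD, cut at about 24% in these data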;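 note: 0% = enzyme with DMSO and 100% = wells lacking PAFAH1B2; many of its hits are not listed in these tables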
# Fam108B inh – mouse Fam108B serine hydrolase inhibitors, primary screen, counter-screen for RBBP9 inhibitor project, biochemical, fluorescence polarization. recombinant Fam108B, FP-Rh probe fluorescence polarization. inhibition, % at 9.51 µM. hit rate 0.33% among 300,000;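 active = inhibition above the screen mean inhibition plus 3 SD, computed separately per campaign, cut at about 18% in these data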;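 note: inhibitors lower polarization as less probe binds the enzyme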
# * = called active by the depositor; x = no result given.
# Results follow in this order: GLD-1 TGE inh	MEX-5 binding	AHR act	PME-1 inh	BCLXL inh	MCL1 BIM primary	pPAFAH inh	PAFAH1B2 inh	Fam108B inh
COc1cc(N/C(N)=N/c2nc(C)cc(C)n2)cc(OC)c1
    3	-2.7	65*	-4	2	-3	2	-1	1
Cc1ccc(-c2ccc(/C=N/NC(=O)c3ccccc3O)o2)cc1
    10	0.6	16	4	0	6	2	x	4
S=C(Nc1cccc(Cl)c1)N1CCN(Cc2ccccc2)CC1
    7	-0.5	-2	-4	3	6	1	2	0
C(=N\N1CCN(c2ccccn2)CC1)/c1ccccn1
    3	-1.2	-6	0	-1	2	3	5	-1
Cc1ccc(N/N=C(\C#N)C(=N)N2CCCCC2)cc1
    -1	1.2	27	-2	9	6	5	8	0
O=C(Nc1cc(C(F)(F)F)ccc1-n1cncn1)c1ccc(Cl)cc1
    5	0.7	-3	-5	3	2	-1	-1	4
O=C(NC1CC1)c1ccc2c(c1)N(Cc1ccccc1)CCS2
    1	1.5	28	6	7	16	9	6	-2
Nc1nc(CCl)nc(N(c2ccccc2)c2ccccc2)n1
    1	-1.4	-1	0	1	3	1	x	-3
O=C(CSc1cccc[n+]1[O-])Nc1ccc(Br)cc1Br
    1	x	1	x	x	x	2	-2	x
Cc1ccc(NC(=O)CCN2CCC(C)CC2)cc1
    1	0.6	2	-3	0	-6	-7	5	0
N#CC1=C(N)n2c(s/c(=C\c3cccs3)c2=O)=C(C#N)C1c1cccs1 (stereo unspecified)
    -39	-3.1	38	5	-36	-89	5	-10	4
CN(C)CCCN1c2ccccc2Sc2ccc(C(F)(F)F)cc21
    6	-1.5	-1	-1	10	8	11	8	0
CCCC(c1nnnn1C(C)(C)C)N1CCN(c2ccccc2)CC1 (stereo unspecified)
    -40	0.1	0	1	-2	-4	3	3	-6
CC(C)(C#N)C(C)(C)c1nn[nH]n1
    1	-0.8	-1	-3	5	4	-1	2	-2
CCOc1ccc(CCNC(=O)CS(=O)Cc2nc(-c3ccc(C)cc3)oc2C)cc1 (stereo unspecified)
    15	2.0	3	4	8	-3	3	2	6
CCOc1ccc(CCNC(=O)COC(=O)c2nc3nc(C)cc(C)n3n2)cc1OCC
    -3	0.1	3	3	-5	-8	-4	5	-4
O=C(Nc1ccc(-c2nc3ccccc3o2)c(O)c1)c1cc(-n2cnnc2)ccc1Cl
    -4	-0.5	-9	-8	-1	-7	4	-5	-9
Cc1cc(C)cc(NC(=O)c2ccc(NC(=O)c3ccco3)cc2)c1
    10	-2.7	-6	-13	-2	-10	1	-7	-4
O=c1c2c3nc4ccccc4nc3n(/N=C/c3ccccn3)c2ncn1-c1ccccc1
    -6	-3.2	-4	1	2	3	5	-1	-1
CCOC(=O)C(C)n1nc(-c2ccccc2)c2ccccc2c1=O (stereo unspecified)
    1	1.0	-2	3	6	15	8	4	1
N#CC1=C(N)Oc2cc(N)ccc2C1C1CCCCC1 (stereo unspecified)
    -4	2.5	4	-4	-2	-11	14	8	1
CN(C)CCc1c[nH]c2ccc(C[C@H]3COC(=O)N3)cc12
    3	0.9	-1	-4	3	9	2	x	-2
CN1CCN(c2ncc(CN3C(=O)c4ccccc4C3=O)s2)CC1
    0	0.3	3	4	4	-3	-1	1	3
CC(=O)NC1(c2nnnn2CCOC(=O)Nc2ccc(Cl)cc2)CCCC1
    5	3.4	1	0	5	1	2	9	0
CCOc1ccc(CCNC(=O)C2CCN(c3nnc(-n4cccc4)s3)CC2)cc1
    -7	1.4	1	-3	6	3	4	1	2
O=C(Cn1c(=O)n(Cc2ccco2)c(=O)c2cc(Cl)ccc21)NCC1CCCO1 (stereo unspecified)
    0	1.9	-1	-3	4	0	5	4	4
O=S(=O)(c1ccc(NC(=S)NC2CC2)cc1)N1CCOCC1
    4	-0.4	-2	-3	3	9	0	2	0
CC(=O)Nc1ccc(C(=O)NNC(=O)c2cccc(C)c2)cc1
    3	0.2	0	6	-2	-1	4	4	-1
Cc1ccc(NC(=O)c2c(F)cccc2Cl)cc1NS(C)(=O)=O
    3	-3.1	16	-4	-3	-12	4	5	2
COc1ccc(OC)c(S(=O)(=O)N(C)CC(=O)O)c1
    6	1.9	-1	1	-1	-5	3	4	1
N#C/C(=C/c1ccc(-c2ccc(S(N)(=O)=O)cc2)o1)C(=O)Nc1ccccc1
    -1	-9.6	21	-10	1	6	-5	0	-2
Cc1ccccc1Cn1ccc(NC(=O)CCSc2nc(-c3ccco3)cc(C(F)(F)F)n2)n1
    0	-1.0	2	-19	-2	-7	11	-2	-6
O=C(O/N=C1/CCCc2occc21)c1ccc(Cl)cc1Cl
    5	2.2	0	-4	7	7	0	34*	-1
Cn1c(=O)c2[nH]c(N3CCCCC3)nc2n(C)c1=O
    3	-1.0	10	-6	5	-3	-3	-2	9
CC(C)(C)c1ccc(C(=O)c2c[nH]c(C(=O)NCCCN3CCOCC3)c2)cc1
    3	0.6	0	0	1	4	0	-2	0
COc1ccccc1NC(=O)C1=C(C)NC(=O)NC1c1ccccc1F (stereo unspecified)
    -4	x	7	3	4	0	-5	1	-3
Cc1ccc(C(=O)Nc2ccc(N3CCCC3)cc2)cc1
    0	-1.7	-4	0	5	1	4	4	0
O=C(Nc1nc(-c2nc3ccccc3s2)cs1)c1ccco1
    2	-1.8	16	-12	-58	-61	-4	-4	-4
NC(=O)C1CCN(C(=O)CSc2ccccn2)CC1
    4	-1.0	-1	-1	-3	-7	5	-3	0
CC(=O)NS(=O)(=O)c1ccc(N/C(N)=N/c2nc(C)cc(C)n2)cc1
    -7	-0.4	1	-3	7	-1	1	2	0
CC(C)(C)NC(=O)NC(=O)CN1CCN(S(=O)(=O)c2ccc3c(c2)OCCO3)CC1
    3	-0.6	2	4	1	1	-1	2	-4
CSc1nc2sc3c(c2c(=O)[nH]1)CCCC3
    1	0.1	10	-5	-2	-5	1	1	-2
Cc1cccc(OCC(=O)Nc2ccc(S(=O)(=O)N3CCN(C)CC3)cc2)c1
    1	0.7	0	-4	-1	-7	1	7	-2
O=C(Nc1ccccn1)C1CCN(S(=O)(=O)c2ccc(Cl)cc2)CC1
    -4	-1.7	0	9	5	6	-1	23	-2
COc1ccc(-c2nnc(SCc3nnc(-c4cccs4)o3)n2CC2CCCO2)cc1 (stereo unspecified)
    -2	-0.5	0	-7	-2	-7	-2	4	3
COc1ccc(OCC(=O)N/N=C2\CCc3ccccc32)cc1
    1	-0.7	8	-9	-1	-7	-1	-5	0
COC(=O)N/N=C\c1ccc(OC(=O)c2ccco2)cc1
    7	1.2	0	2	1	4	3	x	1
Cc1ccc(S(=O)(=O)CCc2ccncc2)cc1
    -1	-2.3	6	-3	6	-4	-7	-3	1
COCCN1Cc2c(sc(C)c2C)N(C(=O)c2ccccc2)C1
    5	0.7	82*	0	12	9	3	0	2
COc1cc(C2C(C(=O)c3cc4ccccc4o3)=C(O)C(=O)N2c2cc(C)on2)cc(OC)c1OC (stereo unspecified)
    -12	1.2	6	1	-2	-7	8	5	6
COc1ccc(Cl)cc1NC(=O)CC1CCCC1
    3	-0.4	7	-2	-5	6	-2	4	-3
CCCn1c(C)cs/c1=N\C(=S)Nc1ccccc1
    5	x	48*	-4	9	3	-3	0	2
CC1CC(Nc2ccccc2)c2ccccc2N1C(=O)c1ccncc1 (stereo unspecified)
    0	x	-2	4	3	5	2	0	0
COC(=O)C(NC(=O)c1ccccc1)(Nc1nc(C)cs1)C(F)(F)F (stereo unspecified)
    4	2.0	-2	-4	0	3	-3	3	-3
Cc1cc(=O)[nH]c(=S)n1-c1ccccc1
    9	1.6	2	4	9	3	3	4	9
CCOc1ccccc1NC(=O)c1cccc2c1C(=O)N(CCOC)C2
    -3	-5.1	69*	6	2	-5	6	4	4
Cc1cccc(OCCn2c(NC(=O)c3ccco3)nc3ccccc32)c1
    7	-0.5	10	0	-4	7	4	12	2
C/C=C/C=C\C(=O)Nc1cccc(C2=NOC3(C2)C[C@@H](C(N)=O)N(C(=O)c2cc([N+](=O)[O-])cc([N+](=O)[O-])c2)C3)c1 (stereo partly specified)
    4	0.1	2	0	5	8	9	4	5
O=C(C1CC1)N1CCc2cc(Br)cc(S(=O)(=O)NCCCN3CCCC3)c21
    0	-2.2	0	-2	1	7	3	0	9
CC(C1CC2CCC1C2)N1CC(O)=C(c2nc3ccccc3[nH]2)C1=N (stereo unspecified)
    -6	2.8	20	5	3	1	8	11	8

# (next part)
# Results follow in this order: GLD-1 TGE inh	MEX-5 binding	AHR act	PME-1 inh	BCLXL inh	MCL1 BIM primary	pPAFAH inh	PAFAH1B2 inh	Fam108B inh
COCCNC(=O)COC(=O)c1cccnc1SC
    6	0.2	-1	-6	-2	6	2	2	1
CCN(C(=O)CN1CCOCC1)c1c(N)n(Cc2ccccc2)c(=O)[nH]c1=O
    0	-0.2	1	0	7	6	0	-4	0
C=CCNc1nc(-c2sc(NC(C)=O)nc2C)cs1
    -7	-2.3	7	-1	-1	-1	7	-2	4
Cn1c(=O)c2c(nc(NCc3ccc4c(c3)OCO4)n2Cc2ccccc2Cl)n(C)c1=O
    -3	1.4	2	-3	5	1	-3	6	4
COc1ccc(C(=O)NC(=S)NCCc2ccccc2)cc1
    2	-1.0	20	-2	3	19	1	6	-3
COCCn1c(SCc2nc3ccccc3c(=O)[nH]2)nnc1-c1ccncc1
    8	0.0	1	-2	2	-1	4	4	2
COc1ccc(CCNC(=O)CCn2c(=O)c3cccn3c3cccnc32)cc1OC
    -1	-4.5	-3	1	0	-1	4	2	4
COc1ccc(C(=O)Nc2nnc(Cc3ccc(OC)c(OC)c3)s2)c(OC)c1
    -4	0.2	-3	-2	10	11	0	-1	-1
Cc1ccc(CNC(=O)[C@H](C)N2C(=O)N3CCc4c([nH]c5ccccc45)[C@@]3(C)C2=O)cc1
    0	-1.0	4	3	-6	-7	9	8	1
CN(CC(=O)Nc1ccc(F)c(F)c1F)c1cnccn1
    2	1.1	14	2	5	0	5	x	-2
CN(Cc1c(C(=O)N/N=C/c2cccc(Cl)c2)nnn1-c1nonc1N)c1ccccc1
    10	-1.8	6	-26	1	0	3	-3	-21
O=[N+]([O-])c1ccc(COc2ccc(-c3[nH]ncc3-c3ccccc3)c(O)c2)cc1
    4	-3.7	57*	6	6	0	11	5	-7
Cc1ccc(NC(=O)c2cccs2)cc1S(=O)(=O)N(C)C
    -1	-0.3	1	5	2	1	7	8	-1
C=CCN(CC=C)C(=S)NC(=O)/C=C/c1ccc(OC)cc1
    -3	-1.6	9	1	-1	0	4	8	-1
CN(C)S(=O)(=O)N1CCC(Oc2cccc(C(=O)NC3CCOC3)c2)CC1 (stereo unspecified)
    -2	1.1	0	1	-3	-4	4	3	-2
CCOC(=O)C1CCN(C(=O)COC(=O)c2ccccc2C(=O)c2ccc(Cl)cc2)CC1
    4	2.5	1	2	1	-3	2	0	6

# The list is partial; rates above refer to the full screens.
